Compound activity: PubChem, National Center for Advancing Translational Sciences (NCATS)
EPAC2 antagonist – antagonists of human EPAC2. Potency, µM (highest dose often 114 µM), inactives show at the top dose activity, negative = inhibition, usual class: inhibitors. EPAC2 GEF exchange of Rap1B-BODIPY-GDP, fluorescence. AID 720708. hit rate 0.18% among 360,000; note: % is set by controls: 0 for no effect and ±100 for the full control effect; nearly all actives have a fitted effect of over 45% in size; many of its hits are not listed in these tables
Target sequence (Q8WZA2 whole entry, looked up): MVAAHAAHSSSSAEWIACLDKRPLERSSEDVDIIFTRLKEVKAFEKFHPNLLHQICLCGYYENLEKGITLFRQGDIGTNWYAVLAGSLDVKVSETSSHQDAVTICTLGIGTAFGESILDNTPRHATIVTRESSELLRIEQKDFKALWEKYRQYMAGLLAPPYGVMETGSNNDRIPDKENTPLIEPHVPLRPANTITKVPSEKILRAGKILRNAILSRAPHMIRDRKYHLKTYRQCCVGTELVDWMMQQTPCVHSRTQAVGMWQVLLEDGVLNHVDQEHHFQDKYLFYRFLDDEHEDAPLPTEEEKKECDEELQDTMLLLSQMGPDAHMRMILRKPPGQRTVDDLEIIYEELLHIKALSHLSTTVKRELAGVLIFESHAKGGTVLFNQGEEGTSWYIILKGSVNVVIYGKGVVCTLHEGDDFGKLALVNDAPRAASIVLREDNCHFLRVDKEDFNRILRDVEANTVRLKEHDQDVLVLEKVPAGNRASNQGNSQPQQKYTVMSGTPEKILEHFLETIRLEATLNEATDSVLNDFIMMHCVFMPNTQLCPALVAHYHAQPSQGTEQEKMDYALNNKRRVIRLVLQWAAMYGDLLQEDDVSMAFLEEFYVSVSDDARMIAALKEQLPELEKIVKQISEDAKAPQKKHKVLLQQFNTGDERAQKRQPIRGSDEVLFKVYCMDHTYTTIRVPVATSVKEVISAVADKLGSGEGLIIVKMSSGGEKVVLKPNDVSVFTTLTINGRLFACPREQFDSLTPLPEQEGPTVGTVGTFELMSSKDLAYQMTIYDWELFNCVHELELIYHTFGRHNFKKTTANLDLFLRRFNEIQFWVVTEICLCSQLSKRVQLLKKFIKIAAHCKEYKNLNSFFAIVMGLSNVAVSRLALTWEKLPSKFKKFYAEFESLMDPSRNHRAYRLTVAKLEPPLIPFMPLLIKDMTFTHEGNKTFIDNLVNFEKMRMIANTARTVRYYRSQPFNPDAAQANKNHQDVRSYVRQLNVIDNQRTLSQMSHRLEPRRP
TGFb SMAD3 inh – inhibitors of TGF-b signaling; HepG2 CAGA-GFP TGF-b/SMAD3 reporter, GFP fluorescence, 18 h; TGF-beta stimulated, 500 pg/mL final; Potency, µM (titrated, usually from 46.1 µM), inactives show at the top dose activity, negative = inhibition, usual class: inhibitors; hit rate 1.2% among 410,000; AID 588855; note: % is set by controls: 0 for no effect and ±100 for the full control effect; nearly all actives have a fitted effect of over 65% in size
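HEPG2 CAGA-GFP, 1000 cells/well; 2 h settle, 37 C; cpd via pin tool; TGF-b 500 pg/mL final; 18 h, 37 C; GFP imaging ex488/em500-530; %Activity normalised to -TGF-b and +DMSO controls; CRC fit, curve class.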
HepG2 viability – HepG2 cytotoxicity, counter-screen for TGF-b inhibitors; Potency, µM (top dose mostly 46.1 µM), for inactives: top-dose activity change, negative = cytotoxicity, actives largely listed as cytotoxic; hit rate 0.76% among 410,000; AID 588856; HepG2 CAGA-GFP viability, ATP luminescence, 18 h; note: some results filed as inactive show a strong effect at the top dose
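HepG2 CAGA-GFP cells (1000/well, DMEM with 1% FBS) received compound, then TGF-beta at 500 pg/mL final, and were incubated 18 hours at 37 degrees C. Viability was read by CellTiter-Glo luminescence. Media-only wells were set as complete cell-killing and DMSO as no toxicity.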
ATXN2 expr inh – ATXN2 expression inhibition | HEK-293 ATXN2-luciferase reporter, luminescence, 24 h | Potency, µM (top dose mostly 57 µM), for inactives: at the highest dose activity change, negative = inhibition, usual class: inhibitors | hit rate 0.72% among 360,000 | AID 1745845; note: % is set by controls: 0 for no effect and ±100 for the full control effect; nearly all actives have a fitted effect of over 55% in size
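qHTS (up to 57 uM final) was run with 24 h compound exposure of reporter cells at 37 °C. Each well was multiplexed: SteadyGlo luminescence measured ATXN2-luciferase expression after a fluorogenic Gly-Phe-AFC viability readout (25 uM final).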
Nrf2 activator – activates Nrf2 signaling | Potency, µM (doses to about 46.1 µM), for inactives: at the highest dose activation, usual class: activators | AREc32 ARE-luciferase reporter (MCF7-derived line), luminescence, 24 h | hit rate 0.31% among 410,000; note: % of control where 0% means no effect; nearly all actives have a fitted effect of over 65% in size
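Cells of the AREc32 ARE-luciferase line are plated in OPTI-MEM containing 5% FBS and left overnight at 37 deg C. Compounds are pinned in, incubation continues 24 hr, and firefly luciferase signal is then measured.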
MCF10A rereplic – induces DNA re-replication in MCF 10a normal breast cells | MCF 10A DNA re-replication, Hoechst nuclear intensity, 48 h | Potency, µM (top dose mostly 46.1 µM), for the others: at the top dose activity, positive = re-replication, usual class: activators | hit rate 2.9% among 350,000 | AID 624296; note: % of control where 0% means no effect; nearly all actives have a fitted effect of over 50% in size
Nrf2 block – blocks Nrf2 signaling | Potency, µM (top dose mostly 46 µM), inactives show top-dose activity change, negative = inhibition, hits mostly inhibitors | A549 ARE-Fluc reporter, luciferase luminescence, 18-24 h | hit rate 2.1% among 360,000; note: % is set by controls: 0 for no effect and ±100 for the full control effect; nearly all actives have a fitted effect of over 60% in size
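Nrf2 activity is the BugLite luminescence, read 15 min after reagent at room temperature, following CellTiter-Fluor cytotoxicity readout (30 min, 37C). Compound titrations were applied for 18-24 h to 5000 A549 ARE_Fluc cells/well in 5% FBS OPTI-MEM.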
A549 viability – counter-screen for Nrf2 inhibitors: cytotoxicity in A549 cells; A549 ARE-Fluc cells, CellTiter-Fluor viability, 18-24 h; Potency, µM (titrated, usually from 46 µM), for the others: top-dose activity change, negative = cytotoxicity, most hits filed as inhibitors; hit rate 0.16% among 390,000; AID 504648; note: % is set by controls: 0 for no effect and ±100 for the full control effect
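A549 ARE-Fluc cells in 5% FBS OPTI-MEM, 5000 cells/well, rested 2 h then exposed to compounds in concentration-response for 18-24 h at 37 °C. Viability by CellTiter-Fluor fluorescence (Ex 405/Em 525) after 30 min; luciferase luminescence (BugLite, 15 min, RT) read afterwards.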
S2 tox – reduces viability in counter-screen for ATXN expression inhibitors; Potency, µM (series often up to 56.7 µM), most hits filed as cytotoxic; hit rate 0.49% among 400,000; S2 cells (HEK-293 line with an ATXN2-luciferase reporter) viability, CellTiter-Fluor protease fluorescence, 24 h; note: nearly all actives have a fitted effect of over 40% in size
Starred values were filed as active, the others as inactive; i = inactive; u = inconclusive; x = not tested or not shown; [ ] = remark or other dose. Calls come from the whole dose curve; as a rule, active = well fitted curve in the direction sought with a large enough effect; inconclusive = small, poorly fitted or top-dose-only effect, or another doubt; inactive = no such curve, though single readings can be large; an effect the other way counts as inactive or inconclusive. Potency is the fitted concentration of half-maximal effect. These rows are one share of the data; rates above refer to the full screens.

SMILES	EPAC2 antagonist	TGFb SMAD3 inh	HepG2 viability	ATXN2 expr inh	Nrf2 activator	MCF10A rereplic	Nrf2 block	A549 viability	S2 tox
NS(=O)(=O)c1ccc(NC(=S)N2CCN(Cc3ccc4c(c3)OCO4)CC2)cc1	-4%	-4%	7%	x	2.2%	-1%	u	0%	i
Cc1cc(O)c(N)c(C)c1Cl	-1%	u	2%	-39%	u	u	2%	-4%	i
CCC(=O)C1=C(c2cccc(OC)c2)N(C(=O)CC)n2c(nnc2C2CCCCC2)S1	x	-23%	-7%	x	6.1%	x	x	-20%	x
CC(=O)c1c(C)[nH]c(C(=O)OCc2cccc(Cl)c2)c1C	-31%	-25%	-23%	84%[activator]	8.3%	19%	u	-1%	i
Cc1ccc(CN2CCC(NC(=O)c3ccccc3)CC2)cc1	-2%	-11%	-19%	-29%	-0.4%	10%	13%	20%	i
O=C(Nc1sc2c(c1C(=O)NCc1ccco1)CCCC2)c1ccc2c(c1)OCO2	-3%	-9%	-33%	50%[activator]	5.0%	u	2%	18%	i
CCOC(=O)c1ccc(NS(=O)(=O)c2cc(-c3onc(C)c3C)ccc2C)cc1	x	-13%	-1%	x	0.9%	x	21µM*	-9%	x
CCOc1ccc(CCNC(=O)Cn2ncc3c(=O)oc4ccc(C)cc4c32)cc1	x	-9%	-2%	x	-0.9%	x	-2%	1%	x
COc1c(O)cccc1[C@@H](O)C1CCN(CCc2ccc(F)cc2)CC1	18%	-14%	-17%	-1%	-0.5%	-27%	18%	12%	i
COC(=O)c1ccc(Cn2cc([N+](=O)[O-])cn2)cc1	9%	0%	-31%	10%	-0.2%	0%	4%	-2%	i
COc1ccc(N2CCN(Cc3nc4c(c(=O)n(C)c(=O)n4C)n3CCc3ccccc3)CC2)cc1	1%	u	-84%	-10%	0.2%	-8%	3%	5%	i
CC(C)C[C@@H](CN1CCC[C@H]1CN1C(=O)C(=O)NC[C@@H]1Cc1ccccc1)N1C[C@H](Cc2ccc(O)cc2)N(CC2CCCCC2)C(=O)C1=O	-2%	x	x	0%	-0.4%	x	x	x	u
CC1CCCN(CCCNC(=O)C2CCC(CNS(=O)(=O)c3cccc4nsnc34)CC2)C1 (configuration not stated)	1%	-3%	-16%	5%	-0.4%	1%	u	15%	i
CC(=O)N1Cc2ccccc2CC1C(=O)NCc1ccccc1F (configuration not stated)	2%	0%	15%	-5%	0.5%	2%	-8%	2%	i
C=CCn1c(=O)c2ccccc2n2c(=S)[nH]nc12	0%	-2%	-6%	9%	-0.2%	13%	-3%	6%	i
Cc1nc(N2CCCC2)c2c(C(=O)Nc3ccc(C)c(Cl)c3)c(C)oc2n1	x	-11%	-1%	x	0.4%	x	u	0%	x
CCN(CC)c1ccc(/C=N/NC(=O)c2cc(C)nc3ccccc23)cc1	-13%	0%	4%	-14%	2.7%	u	-8%	-13%	i
COc1ccc(NC(=O)NC(C)c2c(-n3cccc3)sc3c2CCN(C)C3)c(OC)c1 (configuration not stated)	x	u	-30%	x	3.5%	x	15%	-7%	x
O=C(NC1CC1)C1=C[C@@H](c2csc3ccccc23)C[C@@H](OCc2ccc(CO)cc2)O1	-12%	-25%	-12%	-12%	4.1%	-15%	-4%	4%	i
CC(=O)Nc1ccc(O)cc1[N+](=O)[O-]	1%	-16%	-10%	5%	0.0%	0%	0%	2%	i
COC(=O)CCCC[C@@H]1O[C@H](CCc2ccccc2)Cc2[nH][nH]c(=O)c21	6%	x	x	-7%	-0.3%	x	x	x	u
OC(CNc1nc(C(F)(F)F)nc2ccccc12)c1ccccc1 (configuration not stated)	-11%	u	-9%	-18%	0.4%	-2%	u	1%	i
CC(=O)C1=C(C)N(c2ccccc2)C(=O)C1(NS(=O)(=O)c1ccc(N)cc1)C(F)(F)F (configuration not stated)	-1%	5%	0%	-2%[11.3 µM]	8.7%	12%	0%	4%	i
CCN1CCN(c2oc(COc3ccc(-c4ccccc4)cc3)nc2C#N)CC1	3%	u	-32%	-23%	0.5%	u	-9%	-1%	i
CCOC(=O)C(Cc1c[nH]c2ccccc12)NC(=O)c1ccco1 (configuration not stated)	16%	1%	12%	2%	1.3%	11%	x	19%	i

Some of the entries so far, bar-delimited.
compound | EPAC2 antagonist | TGFb SMAD3 inh | HepG2 viability | ATXN2 expr inh | Nrf2 activator | MCF10A rereplic | Nrf2 block | A549 viability | S2 tox
CCOc1ccc(CCNC(=O)Cn2ncc3c(=O)oc4ccc(C)cc4c32)cc1 | x | -9% | -2% | x | -0.9% | x | -2% | 1% | x
Cc1nc(N2CCCC2)c2c(C(=O)Nc3ccc(C)c(Cl)c3)c(C)oc2n1 | x | -11% | -1% | x | 0.4% | x | u | 0% | x

Next section.
SMILES	EPAC2 antagonist	TGFb SMAD3 inh	HepG2 viability	ATXN2 expr inh	Nrf2 activator	MCF10A rereplic	Nrf2 block	A549 viability	S2 tox
COc1ccc(C(=O)N/N=C(\c2ccccc2)c2ccccn2)cc1	-7%	u	-7%	3.2µM*	18%	u	8.2µM*	u	10µM*
COc1ccc(OC)c(S(=O)(=O)N2CCCC(C(=O)NCCc3ccccc3)C2)c1 (configuration not stated)	14%	46%[activator]	8%	4%	2.7%	12%	-6%	-8%	i
CC(=O)c1ccc(S(=O)(=O)NCc2cccnc2)cc1	-4%	-6%	-2%	-2%	0.2%	4%	10%	1%	i
CCOC(=O)c1oc2c(O)c(O)ccc2c(=O)c1-c1nncn1-c1ccccc1	1%	2%	0%	u	-0.7%	0%	x	-16%	u
Cc1ccc2cccc(NC(=O)c3ccc(-c4cccc([N+](=O)[O-])c4)o3)c2n1	x	0%	-10%	-5%	6.5%	x	4%	3%	i
COc1ccc2nc(N3C(=O)C(O)=C(C(=O)c4ccco4)C3c3ccco3)sc2c1 (configuration not stated)	-8%	-15%	7%	4%	0.2%	3%	4%	-9%	i
COc1ccc([N+](=O)[O-])cc1N(CC(=O)N1CCCCC1)S(C)(=O)=O	-18%	12%	8%	23%[11.3 µM]	-0.3%	0%	23%	0%	i
CN(CCN1CCOCC1)Cc1nc(-c2cccs2)no1	-9%	1%	-2%	-7%	0.2%	3%	-4%	5%	i
CCOC(=O)c1ccc(S(=O)(=O)N2CCC(C(=O)NCC3CCCCC3)CC2)cc1	26%	3%	6%	-5%	-0.9%	3%	u	3%	i
CCCc1cc(=O)oc2cc(OCC(=O)Nc3ccc4c(c3)OCCO4)ccc12	6%	1%	-19%	-22%	0.3%	2%	0%	-5%	i
CCCCC(CC)C(=O)Nc1ccc(Cl)cn1 (configuration not stated)	1%	-15%	-7%	2%	0.0%	-3%	3%	-7%	i
COc1ccc(C2C(C#N)=C(N)N(N(C)C)C3=C2C(=O)CCC3)cc1 (configuration not stated)	-8%	14%	1%	15%	-0.8%	-7%	1%	-3%	i
CC(C)(C)C(=O)COC(=O)c1cc(-c2ccncc2)nc2ccccc12	u	3%	-3%	0%	2.4%	1%	3%	1%	i
O=C(c1ccco1)N1N=C(c2ccc(Cl)cc2)CC1c1ccco1 (configuration not stated)	4%	-5%	2%	x	11%	-15%	u	-7%	i
O=C(Nc1ccccn1)c1cccc(S(=O)(=O)N2CCOCC2)c1	21%	2%	-11%	-11%	2.9%	1%	x	10%	i
Cc1ccccc1OCC(=O)Nc1ccc(S(=O)(=O)Nc2onc(C)c2C)cc1	-29%	-5%	-6%	-5%	-0.5%	11%	u	5%	i
O=C(c1cccnc1)c1cccnc1	2%	u	19%	-13%	-0.4%	5%	0%	0%	i
COc1cc(C(=O)NC(=S)Nc2nc(-c3ccc(F)cc3)cs2)cc(OC)c1OC	17%	7%	0%	8%	0.2%	-6%	5%	-7%	i
CCOc1ccc(S(=O)(=O)N2CCC(c3ccccc3)CC2)cc1C(=O)O	-8%	0%	2%	3%	-0.5%	-22%	9%	5%	i
COCN(C#N)c1nc(OC)nc(OC)n1	0%	2%	0%	1%	-0.8%	1%	1%	-5%	i
CCOc1ccc(NC(=O)CN2C(=O)NC(CCc3ccccc3)C2=O)cc1OCC (configuration not stated)	11%	6%	4%	2%	4.1%	12%	4%	1%	i
O=C(Nc1cccc(S(=O)(=O)N2CCCC2)c1)c1ccc2ccccc2n1	1%	-19%	-15%	-22%	2.1%	-4%	u	2%	u
Cc1ccc(Cn2ccc(NC(=O)c3cc(-c4ccc(Cl)c(Cl)c4)on3)n2)cc1	x	-29%	2%	-2%	-1.1%	x	18%	0%	i
CCC1(c2ccccc2)NC(=O)N(CC(=O)N2CCc3ccccc32)C1=O (configuration not stated)	-1%	u	4%	-22%	-0.5%	3%	0%	-12%	u
CC(C)N(c1ccccc1)c1ccc(NC(=S)NCCN(C)C)cc1	0%	-24%	-13%	u	8.0%	u	-29%	-11%	i
Continued:
SMILES	EPAC2 antagonist	TGFb SMAD3 inh	HepG2 viability	ATXN2 expr inh	Nrf2 activator	MCF10A rereplic	Nrf2 block	A549 viability	S2 tox
Cc1ccccc1-n1nc2c(c1NC(=O)C(C)C)CS(=O)(=O)C2	8%	8%	-2%	x	-0.3%	-6%	-13%	0%	i
CCN1CCN(c2ccc(S(=O)(=O)N3CCCCC3)cc2NC(=O)Cc2c(F)cccc2Cl)CC1	10%	10%	-17%	-9%	0.3%	16%	-4%	-2%	i
O=C(CN(C(=O)CCC(=O)Nc1nccs1)c1ccc(F)cc1)NCC1CCCO1 (configuration not stated)	-2%	22%	9%	5%	-0.5%	-2%	x	6%	i
COc1cc(NC2c3ccccc3C(=O)N2Cc2ccccc2)cc(OC)c1OC (configuration not stated)	4%	0%	13%	3%	3.5%	-4%	0%	2%	i
O=S(=O)(c1ccc(-c2cc(C(F)(F)F)on2)s1)N1CCN(c2ccccc2F)CC1	x	0%	-18%	x	-0.9%	x	-17%	-16%	x
CC(Oc1ccc(Cl)cc1Cl)C(=O)NNC(=O)c1ccncc1 (configuration not stated)	26%	2%	-7%	5%	1.9%	-1%	-1%	6%	i
CC(C)Cn1c(=O)c2ccccc2n2c(SCC(=O)N3c4ccccc4CC3C)nnc12 (configuration not stated)	-7%	-6%	-6%	-18%	-0.2%	2%	-11%	-13%	i
O=C(c1ccc2c(c1)OCCO2)N1CCN(Cc2ccccc2)CC1	4%	-11%	-9%	11%	-0.4%	11%	3%	-7%	u
